TIM10 inh – growth inhibitors of TIM10 yeast strain. S. cerevisiae TIM10 strain growth, BacTiter-Glo luminescence, 24 h. 330,000 compounds, 1.4% hits. AID 463195. inhibition, % at 10 µM;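 active = inhibition of 40% or more at the single tested concentration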;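 note: wild-type TIM10 isogenic control strain grown at permissive 25 °C; 0% = DMSO yeast wells and 100% = minimal medium wells without yeast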
tim10-1 inh – inhibits growth of tim10-1 mutant yeast; 330,000 compounds, 2.2% hits; inhibition, % at 20 µM; AID 463190; S. cerevisiae tim10-1 ts strain growth, BacTiter-Glo, 24 h;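 active = inhibition of at least 40%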;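 note: mutant grown at 25 °C; 0% = DMSO wells with yeast and 100% = wells holding no yeast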
APJ agonist – agonists of human APJ apelin receptor; 330,000 compounds, 0.11% hits; activation, % at 20 µM; CHO-K1 APJ PathHunter beta-arrestin, luminescence; 0% DMSO wells, 100% apelin;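 active = activation more than six SD over the plate average, tested at 20 µM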;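 note: 0% = DMSO alone and 100% = apelin-13 at 10 nM; some results filed as inactive read as strong as hits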
Target sequence (P35414 whole entry, looked up): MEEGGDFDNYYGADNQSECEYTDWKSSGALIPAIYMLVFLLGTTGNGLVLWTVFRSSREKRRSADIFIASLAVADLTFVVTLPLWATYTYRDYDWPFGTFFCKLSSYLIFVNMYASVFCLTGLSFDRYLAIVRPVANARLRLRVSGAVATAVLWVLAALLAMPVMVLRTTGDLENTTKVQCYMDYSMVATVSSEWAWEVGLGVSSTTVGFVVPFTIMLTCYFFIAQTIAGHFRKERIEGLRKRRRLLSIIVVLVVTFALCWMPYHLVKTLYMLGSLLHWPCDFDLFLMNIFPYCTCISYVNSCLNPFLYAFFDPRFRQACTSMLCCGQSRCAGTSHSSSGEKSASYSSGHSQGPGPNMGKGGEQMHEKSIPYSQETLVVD
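Material: CHO-K1 APJ beta-arrestin complementation cell line; Input: cell density 1000 per well; Incubation: compound stimulation 90 min at 25 °C, detection 60 min; Signal: luminescence from split beta-galactosidase complementation, Galacton Star/Emerald II substrate; Controls: DMSO-only wells as negative, 10 nM Apelin-13 as positive control.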
MIN6 prolif – inducers of beta-cell replication in MIN6 cells | MIN6 cells proliferation, ATPlite luminescence, 48 h; cells starved in 0.2% serum; 100% = growth in 10% serum | proliferation, % at 10 µM | 330,000 compounds, 0.29% hits;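 active = compounds whose signal lies at least 3.5 SD above the mean of all wells on their plate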;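 note: 0% = DMSO-treated cells in low-serum medium and 100% = 10% serum control; some compounds called inactive have numbers as strong as hits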
tim23-1 inh – growth inhibitors of tim23-1 mutant yeast; S. cerevisiae tim23-1 growth, BacTiter-Glo luminescence, 24 h; inhibition, % at 20 µM; 330,000 compounds, 1.3% hits;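 active = growth inhibition of the mutant yeast at or above 50%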;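 note: temperature-sensitive mutant grown at 25 °C; plate controls were DMSO-treated mutant yeast for no effect and medium wells lacking yeast for full effect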
NR3A LBD binder – NR3A (human) ligand-binding domain modulation. 340,000 compounds, 2.5% hits. NR3A LBD differential scanning fluorimetry, Tm shift; 0% = protein alone, 100% = glycine-bound protein. Tm shift relative to glycine control, % at 25 µM;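 active = melting temperature shift of at least 10% of the positive control shift, at one fixed dose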
MPTP block – inhibitors of mitochondrial permeability transition pore; 360,000 compounds, 1.4% hits; isolated mouse mitochondria, Ca2+ swelling absorbance, 30 min; inhibition, % at 10 µM;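 active = inhibition of 50% or more, scaled per plate between neutral and stimulator controls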;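 note: 0% = DMSO wells given calcium and 100% = 1 mM EGTA wells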
APJ antag – APJ receptor antagonism; CHO-K1 APJ beta-arrestin complementation, luminescence; inhibition, % at 20 µM; 330,000 compounds, 0.32% hits;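 active = inhibition above about 40% at 20 µM, limit read from the data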;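 note: cells challenged with 10 nM apelin-13 agonist together with compound; plate controls were apelin-13 plus DMSO wells for no effect and DMSO wells lacking apelin-13 for full effect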
NALP3 yeast inh – NALP3 inhibition in yeast. Yeast reconstituted NLRP3/ASC/caspase-1, beta-gal luminescence, 24 h. inhibition, % at 10 µM. 330,000 compounds, 0.39% hits;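 active = inhibition of 50% or more; inactive = inhibition below 50%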;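 note: plate controls were induced DMSO wells for no effect and uninduced yeast grown without galactose for full effect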
Numbers without * were called inactive; / = not tested or not shown; & = joins results of further samples. Random draw from the library, and some 7.2% of all compounds hit somewhere here.

Compound,TIM10 inh,tim10-1 inh,APJ agonist,MIN6 prolif,tim23-1 inh,NR3A LBD binder,MPTP block,APJ antag,NALP3 yeast inh
O=c1c(Cc2ccc(F)cc2)c(O)ccn1Cc1ccc(Cl)cc1Cl,1,6,-1,0,7,-16,6.4,4,24
COC(=O)[C@H](C)NC(=O)Nc1cc(Cl)ccc1C,-4,-16,-4,1,-7,0,-1.7,12,3
Cc1ccc2c(NC(=O)C3CC3)cccc2n1,-10,9,-4,-4,5,0,-0.9,3,-4
COc1ccc(NC(=O)/C=C/c2ccc(OC)c(OC)c2)cn1,-29,-14,2,-1,4,-17,-0.3,-8,7
CCCCN(CC)CCCNC(=O)c1cn(C)c(=O)c2c1c1ccccc1n2C,-5,8,-3,0,13,1,0.8,8,-15
Cc1ccc(S(=O)(=O)Nc2ccccc2CNc2ccccn2)cc1,16,22,-3,2,20,-7,3.3,-7,12
CCN(CC)S(=O)(=O)c1ccc(N2CCOCC2)c(NC(=O)c2ccc(=O)n(C)n2)c1,2,6,-3,-1,10,1,-0.3,5,7
COc1ccc(NC(=O)c2ccc(Cl)c(S(=O)(=O)N3CC(C)OC(C)C3)c2)cn1 (centres undefined),10,1,-4,1,0,-1,-2.7,11,15
COC(=O)c1ccc(Cl)c(S(=O)(=O)N2CCCC2)c1,2,5,-2,-4,18,-1,-0.6,-4,-27
Cc1scc(C(=O)Nc2ccon2)c1-c1ccccc1,25,27,-4,0,17,1,-0.9,-4,-62
COC(=O)c1ccc(NC(=O)CSc2nnc(C(C)NC(=O)c3ccccc3Cl)n2C)cc1 (centres undefined),6,18,-1,-2,5,0,-2.4,8,7
O=C(NC1CCCC1)C(c1ccccc1F)N(C(=O)c1ccco1)C1CCCC1 (centres undefined),17,23,-1,4,22,0,-10,9,18
O=C(Nc1ccccc1[N+](=O)[O-])c1cc(S(=O)(=O)Nc2ccccn2)ccc1Cl,-8,-2,1,0,-7,-1,1.1,-16,15
C=CCn1c(NC)cc(=O)n(C)c1=O,4,-5,-2,-2,2,1,0.0,0,3
Cc1ccc2nc3c(c(N)c2c1)CCN3C,23,34,-2,-1,18,-2,-0.2,-5,15
COc1ccc(NC(=O)CSc2nnc(Cc3ccccc3)c(=O)n2N)cc1OC,1,-9,-6,-3,-12,-2,-1.0,-46,-4
CNC(=O)N(C1=NCCCCC1)c1ccc(Br)cc1,6,15,1,0,19,0,1.7,5,5
COc1ccccc1C(=O)NCCC(=O)NCc1cccnc1,7,-4,0,-2,6,0,-0.2,18,10
COc1ccc(OCC(O)CNC(=O)c2ccccc2)cc1 (centres undefined),-4,-1,-1,2,7,0,0.1,-4,23
Cc1ccc(C(=O)COC(=O)c2cc(=O)[nH]c3ccccc23)cc1C,7,-10,-5,-2,-15,1,-0.9,0,15
CC(=O)Nc1ccc(Nc2ncnc3c2cnn3-c2ccc(C)cc2C)cc1,11,4,-3,-3,8,-2,-1.6,11,2
COc1nc(-c2ccc(C)cc2)ccc1-c1noc(-c2cccnc2)n1,8,24,-1,0,15,-2,-1.4,-20,-3
COc1ccccc1C(=O)NCC(=O)N1CCN(C/C=C/c2ccccc2)CC1,3,13,-3,-1,17,-1,-1.1,-3,3
COc1cccc(OC)c1C(=O)Nc1ccc(N2CCCCC2)cc1,2,5,-1,0,10,1,0.9,-7,14
N#CCCN(C(=O)COc1ccc(Br)cc1F)c1ccc(F)cc1,2,-11,-2,-1,13,0,1.0,7,16
CCN1CC=C2C(C#N)=C(N)C(C#N)(C#N)[C@H](c3ccoc3)[C@H]2C1,3,16,2,-1,6,-2,3.2,-16,13
O=C(c1cn(Cc2ccccc2)nc1-c1cccnc1)N1CCc2ccccc2C1,1,-1,-2,-4,8,3,0.6,0,22
O=C(COc1coc(CN2CCc3ccccc32)cc1=O)Nc1ccc([N+](=O)[O-])cc1,5,7,4,0,12,7,-1.8,22,1
CCN(CC)C(=O)c1ccc2c(c1[N+](=O)[O-])C(=O)c1ccccc1C2=O,53*,60*,7,-2,38,/,/,-18,39
O=C(O)c1ccccc1C(=O)NC1CCN(c2nccc(C(F)(F)F)n2)CC1,3,6,-5,-1,25,0,1.0,26,18
O=C(CCNC(=O)c1ccc(Cl)cc1)Nc1cccc(S(=O)(=O)N2CCCCC2)c1,9,6,-4,0,14,-1,0.0,-16,8
Cn1nc(C(=O)NCc2cccnc2)c2ccccc2c1=O,0,10,-1,-2,-7,-1,-0.4,5,-10
CSc1nc(-c2ccccc2)cc(C)c1C#N,-45,-12,-1,-2,-15,0,-1.4,7,24
COc1ccc(NC(=O)C(=O)N/N=C/c2cccnc2)cc1,-16,-1,-1,-1,3,-1,1.4,-2,6
O=C(c1ccco1)N1CCN(C(=O)C2CC(c3ccc(Cl)c(Cl)c3)=NO2)CC1 (centres undefined),-7,7,0,-2,10,-1,-0.3,2,8
O=C(NCCc1ccc2c(c1)OCCO2)c1ccc([N+](=O)[O-])cc1Cl,0,9,0,0,7,0,0.8,-18,31
Cc1cc(C)c[n+](CC(=O)c2ccc(-c3ccccc3)cc2)c1,-418,-116,-1,1,-185,-3,-0.7,0,8
CCOC(=O)N1CCN(C(=O)c2ccc3c(c2)N(C)C(=O)/C(=C\c2ccc(OCC)c(OC)c2)S3)CC1,1,21,7,2,12,-4,1.7,6,1
CCOc1ccc2[nH]c(=O)c(C(c3nnnn3Cc3ccco3)N3CCCC(C)C3)cc2c1 (centres undefined),6,14,-3,-2,24,-1,-0.6,4,9
CCCCNc1ncnc2c1nnn2Cc1ccccc1Cl,9,15,0,-1,25,-1,0.6,11,9
COC(=O)c1c(C(=O)OC)c2ccccn2c1C(=O)c1ccccc1,0,1,0,0,20,-1,1.9,20,18
CC(=O)NCCc1nc2cc(NC(=O)c3ccc(Cl)cc3)ccc2n1C,7,9,-2,-3,16,1,0.0,9,1
Cc1cc(=O)cc(C)n1-c1ccc(Cl)c(Cl)c1,-14,8,-1,-3,1,-2,-0.1,1,15
CCOC(=O)c1c(Nc2ccc(Cl)cc2)sc(/C=C2\C=Nc3ccccc32)c1O,-42,9,7,-4,-15,-4,5.1&8.2,31,-9
Cc1cc(C(=O)CN2C(=O)NC3(CCCc4sccc43)C2=O)c(C)n1-c1ccccc1 (centres undefined),28,19,-3,0,8,15*,0.8,6,-4
COCC(=O)N1CCN(c2nc3ccccc3o2)CC1,-21,3,-6,-1,11,0,2.9,-6,8
C=CCNC(=O)NC(=O)COC(=O)CCCSc1nc2ccccc2[nH]1,2,3,1,-1,10,-1,3.1,-5,12
NNC(=O)c1cc(-c2ccc(O)cc2)nc2ccc(Br)cc12,-3,-2,9,-3,7,11*,1.2,-41,-1

Rewritten as labelled records: part of the list above.
structure: COC(=O)c1c(C(=O)OC)c2ccccn2c1C(=O)c1ccccc1
  TIM10 inh = 0
  tim10-1 inh = 1
  APJ agonist = 0
  MIN6 prolif = 0
  tim23-1 inh = 20
  NR3A LBD binder = -1
  MPTP block = 1.9
  APJ antag = 20
  NALP3 yeast inh = 18
structure: CC(=O)NCCc1nc2cc(NC(=O)c3ccc(Cl)cc3)ccc2n1C
  TIM10 inh = 7
  tim10-1 inh = 9
  APJ agonist = -2
  MIN6 prolif = -3
  tim23-1 inh = 16
  NR3A LBD binder = 1
  MPTP block = 0.0
  APJ antag = 9
  NALP3 yeast inh = 1

Continued.
Compound,TIM10 inh,tim10-1 inh,APJ agonist,MIN6 prolif,tim23-1 inh,NR3A LBD binder,MPTP block,APJ antag,NALP3 yeast inh
N#Cc1ccc(NC(=O)c2cc(-c3cccs3)on2)cc1,8,12,-3,-2,-12,-4,1.2,-11,7
NC(=O)CCC(NS(=O)(=O)c1ccc(Cl)cc1)C(=O)NCC1CCCCC1 (centres undefined),15,6,-2,-4,15,-4,0.1,10,-5
CC1CCN(C(=O)Cn2c(=O)oc3cc(S(=O)(=O)N4CCCCC4)ccc32)CC1,12,7,10,4,3,1,3.2,-16,10
CN1CCN(S(=O)(=O)c2ccc(N(C)Cc3ccc(OC(F)F)cc3)c([N+](=O)[O-])c2)CC1,13,24,4,0,15,1,0.8,-50,12
CC(C)Oc1cc(NC(=O)CS(=O)(=O)CC(=O)N(C)C)c(Cl)cc1Cl,0,8,0,-4,21,0,-0.9,-7,-3
CC(C)COc1ccc(C(=O)Nc2ccc(N3CCOCC3)cc2N2CCOCC2)cc1,9,23,-2,-4,14,4,2.1,9,9
Cc1ccccc1C(=O)N1CCN(c2ccc(NC(=O)c3ccco3)cc2Cl)CC1,32,24,-1,-2,44,0,27,-7,4
CN(CC(=O)Nc1ccc(F)cc1)C(=O)CCc1nc2ccccc2c(=O)[nH]1,4,15,-3,0,4,2,-1.3,30,18
O=C(COc1ccc(Br)cc1)NC(=S)Nc1ccccc1N1CCOCC1,2,17,-5,-1,10,-5,1.5,11,10
CCOc1ccc(N2C(=O)CC(SC(=NC)Nc3ccc(F)cc3)C2=O)cc1 (centres undefined),6,23,4,-2,18,-10,1.3,9,20
OCc1ncc(-c2ccccc2)s1,-25,11,-2,2,22,10*,0.3,-5,18
O=C(O)CCC(=O)Nc1ccccc1N1CCOCC1,-15,-13,-3,-2,-3,2,-0.4,-7,5
O=C(Nc1ccc(Cl)cc1)c1sccc1-n1cccc1,38,37,-3,-1,19,-41,1.7,8,-17
CCN(CC)S(=O)(=O)c1cccc(-c2nnc(SCCOc3ccc(Cl)cc3)o2)c1,14,24,-2,0,18,-2,-1.8,19,1
CC1CCC(NC(=O)CCC(=O)N2CC(C)Oc3ccccc32)CC1 (centres undefined),13,32,-6,-3,30,-2,-1.4,14,10
O=C1CC(c2ccccc2)CC(O)=C1C=NCc1ccccc1 (centres undefined),9,0,-2,-1,21,/,-0.2,1,21
CN(Cc1ccon1)C(=O)CC1C(=O)NCCN1CC(C)(C)C (centres undefined),7,0,-3,-3,14,-3,-2.0,12,16
CCOc1ccccc1NS(=O)(=O)c1ccc2[nH]c(=O)[nH]c2c1,13,-9,2,0,-2,3,-0.3,-4,14
Cc1ccc(S(=O)(=O)N2CCCCC2)cc1NC(=O)c1cc(=O)[nH]c2ccccc12,-7,0,-3,-2,0,-3,0.0,7,7
On1c(-c2ccccc2Cl)nc2ccccc21,3,-4,-2,-2,-8,-3,-0.9,13,2
Cc1ccc2nc(NC(=O)CSc3nncc(=O)n3N)sc2c1,8,-9,-2,-3,-10,-2,-0.7,11,-3
COc1ccc(OC)c(NC(=O)c2cccc(S(=O)(=O)N3CCN(C(C)=O)CC3)c2)c1,-9,3,-2,-2,15,0,-0.3,1,5
C/C(=N/OC(=O)c1cccc(Cl)c1)c1nccs1,12,18,-3,1,36,1,-1.4,-4,-3
COC(=O)Nc1cc(C(F)(F)F)ccc1N1CCN(c2ccccc2)CC1,-18,-23,0,1,1,0,6.9,-9,15
O=C(CCS(=O)(=O)c1ccc(F)cc1)N1CCN(c2ccccc2)CC1,-6,5,-7,0,20,2,-1.0,-6,41
Cc1ccc(Nc2c(-c3ccco3)nc3nc(C)cc(C)n23)cc1,17,41*,-3,-3,10,-2,-0.2,9,17
O=C(Nc1cccc([N+](=O)[O-])c1)c1ccc(N2CCCC2=O)cc1,17,2,-2,1,-16,1,1.2,6,20
CNc1nc(-c2ccccc2)cc(-c2ccccc2)n1,32,25,-2,-2,38,1,-0.5,-5,19
CCN1CCc2c(sc(NC(=O)c3ccc(S(=O)(=O)N4CCOCC4)cc3)c2C(N)=O)C1,-8,-16,1,3,-14,-3,-0.5,14,21

Compound activity deposited in PubChem by Sanford-Burnham Center for Chemical Genomics.
